T cell HTS = modulates CD8 T cell binding to vesicles; 330,000 tested, 0.068% active; calls only at 7 µM; 2C CD8+ T cell-vesicle binding, flow cytometry; active compounds read low;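 active means response, share of CD8 T cells binding vesicles, and their 90th percentile fluorescence all below set limits, cut at about 80% in these data, passing the limit was not always enough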
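Material: 2C TCR transgenic mouse naive CD8+ T cells, MACS-purified. Also added: QL9-charged Drosophila Ld/ICAM-1/B7-1 vesicles. Timing: binding 1.5 h at 37 °C. Measured by: high-throughput flow cytometry with anti-B7-1 and anti-CD8 staining. Read-out: percent CD8+ FL2 mean versus row control. Controls: Unloaded micro-vesicles (low), QL9 vesicles with 0.7% DMSO (high).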
Myeloid diff 2 = myeloid differentiation induction; ER-HoxA9 myeloid progenitors, lysozyme-GFP differentiation, flow cytometry; 360,000 tested, 1% active; calls only at 10 µM;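 active means normalized GFP-positive differentiation at or above the plate's own cutoff, the solvent-only control mean plus 3 SD; inconclusive means no clear call, values can overlap the other calls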;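 further: cells exposed to compound for four days before flow analysis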
UTI89 phage lysis = protection from phage-mediated lysis, alamar blue read-out – E. coli UTI89, K1F phage, bacterial capsule biogenesis inhibitors (AID 488966); E. coli UTI89 K1F phage lysis, alamar blue, 2 h; higher % means a stronger effect; inhibition, % at 100 µM, or IC50 in µM where a hit was titrated; 340,000 tested, 0.02% active;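 active means phage lysis inhibition, versus mean bacterial control, above a set limit; inconclusive means no clear call, values can overlap the other calls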;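 further: capsule biogenesis inhibitors block K1F phage lysis so surviving cells raise fluorescence; higher fluorescence means more inhibition of phage lysis; actives were called in the ten point dose series up to 300 µM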
SV40 large T antigen = SV40 large T antigen inhibitors, biochemical (AID 1903). 310,000 tested, 0.39% active. one-dose inhibition, % at 20 µM; IC50 in µM for titrated hits. SV40 large T antigen ATPase/helicase inhibition assay; higher % means a stronger effect; in the data active means a potency from the dose series; inconclusive means inhibition mostly from about 32% at the one dose, without a potency; inactive means the rest, 99 in 100 with inhibition below about 32%; further: strong numbers were not always called active
RSV antiviral HEp-2 = inhibition of RSV-induced cytopathic effect – HEp-2 cells, primary 10 µM value included (AID 2391) | 310,000 tested, 0.13% active | HEp-2 cells, RSV-induced CPE inhibition; higher % means a stronger effect | one-dose CPE inhibition, % at 10 µM; IC50 in µM for titrated hits; in the data active means a potency from the dose series; inconclusive means CPE inhibition mostly from about 23% at the one dose, without a potency; inactive means the rest, 99 in 100 with CPE inhibition below about 21%; further: strong numbers were not always called active
TNAP activators = human TNAP enzyme activators, primary screen, biochemical, luminescent, no phosphate acceptor, uHTS (AID 1001) | purified TNAP, luminescent activation assay, no phosphate acceptor; higher activation fold means a stronger effect | one-dose activation fold at 20 µM; EC50 in µM for titrated hits | 200,000 tested, 0.03% active; in the data active means activation fold from about 3, or a potency from the dose series; inactive means the rest, 99 in 100 with activation fold below about 1.6; further: many of its hits are not listed in these tables
MgcRacGAP inhibition = MgcRacGAP GTPase-activating activity inhibitors, confirmation, biochemical, ADP Hunter fluorescence; AID 624330; MgcRacGAP-stimulated Rac1 GTP hydrolysis, ADP Hunter fluorescence; higher % means a stronger effect; GST-tagged Rac1 F28L mutant substrate; inhibition, % at 30 µM, or IC50 in µM where a hit was titrated; 340,000 tested, 0.6% active;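 active means first-screen hits whose inhibition reached a set limit at any dose in the follow-up dose series; inconclusive means inhibition above the set first-screen limit but never retested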;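 further: fluorescence reports GDP produced by GAP-driven GTP hydrolysis; strong numbers were not always called active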
NTR1 ag = NTR1-driven beta-arrestin-GFP spot formation – imaging, U2OS cells, high content, primary screen (AID 493036) | agonist mode | 330,000 tested, 0.17% active | P30989 | activation, % at 20 µM;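 active means activation at or above 40% of the spot to cytoplasm intensity ratio, with at least 20 cells analyzed; inconclusive means wells under 20 cells, flagged as cytotoxic or low count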;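 further: 0% = DMSO without peptide and 100% = 100 nM NTR1 peptide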
Target sequence (P30989 whole entry, looked up): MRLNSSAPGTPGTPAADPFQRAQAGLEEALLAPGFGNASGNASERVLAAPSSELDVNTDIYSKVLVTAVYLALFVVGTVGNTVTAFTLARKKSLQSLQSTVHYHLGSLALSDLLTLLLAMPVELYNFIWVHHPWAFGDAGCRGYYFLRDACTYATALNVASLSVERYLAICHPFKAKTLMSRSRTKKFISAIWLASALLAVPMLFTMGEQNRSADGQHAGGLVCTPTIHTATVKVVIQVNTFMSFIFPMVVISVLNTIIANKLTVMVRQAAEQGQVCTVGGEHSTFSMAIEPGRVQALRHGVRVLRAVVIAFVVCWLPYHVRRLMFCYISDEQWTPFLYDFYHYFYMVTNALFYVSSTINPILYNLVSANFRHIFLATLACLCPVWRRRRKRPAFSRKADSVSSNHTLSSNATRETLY
PhoP inhibition = inhibitors of PhoP regulon expression, primary screen, Salmonella Typhimurium, GFP reporter (AID 1863); S. Typhimurium PhoP-regulated promoter GFP reporter, 4 h; higher % means a stronger effect; inhibition, % at 50 µM; hits with a dose series show IC50 in µM; 300,000 tested, 0.16% active;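 active means inhibition over 29.93%, a cutoff 3 SD above the screen mean, later confirmed by dose response; inconclusive means inhibition over 29.93% but no dose response follow-up; inactive means inhibition at most 29.93% or unconfirmed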;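 further: 0% = low Mg2+ inducing control and 100% = high Mg2+ repressing control; strong numbers were not always called active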
T cell HTS vesicle-bound % = second read-out of T cell HTS, no call of its own (marks repeat the call); double positive events, %; measured here: CD8+ vesicle-bound cell fraction;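 binding gate set so that unloaded-vesicle control wells show 10% double positive cells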
NTR1 ag cell count 20 µM = recorded beside NTR1 ag, whose call it bears; cell count; measured here: cell count, cytotoxicity flag
Myeloid diff 2 GFP+ MAC1+ % = recorded beside Myeloid diff 2, whose call it bears; GFP+ MAC1+ double positive, %; measured here: differentiation confirmed by MAC1 staining
Numbers without * were called inactive; i = inactive; ? = inconclusive; · = no result given; [ ] = another dose, or the depositor's remark.

SMILES	T cell HTS	T cell HTS vesicle-bound %	Myeloid diff 2	Myeloid diff 2 GFP+ MAC1+ %	UTI89 phage lysis	SV40 large T antigen	RSV antiviral HEp-2	TNAP activators	MgcRacGAP inhibition	NTR1 ag	NTR1 ag cell count 20 µM	PhoP inhibition
Cc1ccc(C)c(CN2C(=O)c3ccccc3S(=O)c3ccc(C(=O)N4CCN(c5ccccn5)CC4)cc32)c1 (centres undefined)	i	32	i	0.8	0.0%	15%	22%	1.1	9%	1.2	97	0%
CCc1ccccc1NC(=O)CC(NCc1ccccc1)C(=O)O (centres undefined)	i	10	i	2.6	3.1%	5%	0.8%	·	5%	0.4	66	4%
Cc1ccc(C(=O)N2C(=O)C(c3ccccc3)Oc3ccccc32)cc1 (centres undefined)	i	10	i	0.6	-1.3%	8%	0.4%	·	-8%	1.3	61	-5%
COc1cc(NS(=O)(=O)c2ccc(NC(=O)c3cccnc3)cc2)ncn1	i	12	?	·	0.8%[50 µM]	2%	1.3%	·	-7%	0.2	58	6%
O=C(Cn1cc(C(F)(F)F)ccc1=O)OCC(=O)c1ccc[nH]1	i	50	i	1.0	1.5%	·	·	·	5%	0.0	63	·
Cc1cc(C)c(S(=O)(=O)c2cccc(Cl)c2)c(Cl)n1	i	37	i	0.8	-1.3%	-4%	0.3%	1	6%	0.7	41	-4%
O=C(c1ccc(S(=O)(=O)NCc2ccco2)cc1)N1CCN(Cc2ccccc2F)CC1	·	·	i	0.6	0.7%[50 µM]	·	·	·	-5%	0.0	74	·
O=C1NCCN(Cc2ccc(Cl)c(F)c2)C1CC(=O)N1CCCCO1 (centres undefined)	i	23	i	0.1	0.1%	11%	-0.5%	1.1	8%	-1.4	95	16%
c1ccc(Nc2nc(-c3cccnc3)cs2)nc1	i	30	i	0.6	0.7%	7%	1.0%	1	7%	0.7	92	-9%
CCCc1cc2c(cc1NC(=O)c1ccccc1C)OCO2	i	14	i	1.5	1.1%	8%	0.8%	1	7%	1.1	43	8%
Cc1cc(C)c(S(=O)(=O)Nc2nnc(C3CCCCC3)s2)c(C)c1	i	0	i	1.6	-0.4%	10%	13%	·	7%	0.5	46	4%
COc1ccc(NC(=O)c2cnn3c(C(F)(F)F)cc(-c4ccco4)nc23)cc1OC	i	39	i	0.6	0.5%	-2%	-0.3%	1.1	-4%	1.9	60	9%
CN(c1ncc(C(F)(F)F)cc1Cl)n1cc(C(N)=O)c2ccccc2c1=O	i	34	i	1.3	-0.6%	9%	0.7%	1.2	6%	-1.5	33	0%
C=CCNC(=S)N/N=C1\CCS(=O)(=O)c2ccccc21	i	62	i	0.6	0.2%	5%	3.5%	·	7%	-0.4	99	3%
CCN1CCN(C(=O)CCNC(=O)Cn2ccc3ccccc3c2=O)CC1	i	16	i	0.7	0.0%	11%	2.9%	1	4%	-1.0	86	-4%
COc1ccc(C2c3ccc4ccccc4c3Oc3ncn(CCCN(C)C)c(=N)c32)cc1 (centres undefined)	i	56	?	·	1.9%	30%	-2.1%	·	21%	24	26	12%
CCNC(=S)NNC(=O)c1cc(-c2cc(C)ccc2C)nc2ccccc12	i	21	i	1.8	?	26%	2.7%	1.2	12%	-0.2	58	-3%
CCOC(=O)C[C@H]1c2ccc(C(F)(F)F)cc2S(=O)(=O)N1C(C)(C)C	i	54	i	2.6	0.8%	-5%	-1.8%	·	9%	-1.3	92	·
CCC1CCCCN1C(=O)CSc1nc(C)cc(C)n1 (centres undefined)	i	5	i	1.8	-0.4%	16%	-1.1%	1.1	0%	1.5	34	3%
O=C(CCC(=O)c1ccc(F)cc1)NN1C(=O)NC2(CCCCC2)C1=O	i	30	i	0.0	0.4%[50 µM]	12%	1.0%	·	6%	-0.5	73	6%
COc1ccc(OC)c(/C=N/NC(=O)c2ccc(Cn3cc([N+](=O)[O-])cn3)o2)c1	i	38	i	0.5	0.9%[50 µM]	11%	0.6%	1.1	6%	·	·	8%
Cc1csc(NC(=O)c2cc3c(s2)CCCCC3)n1	i	54	i	0.5	0.1%	5%	?	1.1	17%	0.0	45	23%
Cc1cccc(N(C(=O)c2ccco2)C(C(=O)NC2CCCC2)c2cccnc2)c1C (centres undefined)	i	22	i	1.1	-0.2%	3%	0.5%	·	6%	-1.2	31	2%
CCC(C)(C)NC(=O)CN(C(=O)CNS(=O)(=O)c1ccc(F)cc1)c1ccc2c(c1)OCCO2	i	23	i	2.9	-0.1%	8%	0.2%	·	2%	0.6	59	-8%
Cc1cc(=O)oc2cc(OC(=O)c3cncc(Br)c3)ccc12	i	27	i	0.3	-0.1%	-1%	-0.6%	1	9%	3.0	34	2%

The final 3 records of the part before come first, to join the parts.
SMILES	T cell HTS	T cell HTS vesicle-bound %	Myeloid diff 2	Myeloid diff 2 GFP+ MAC1+ %	UTI89 phage lysis	SV40 large T antigen	RSV antiviral HEp-2	TNAP activators	MgcRacGAP inhibition	NTR1 ag	NTR1 ag cell count 20 µM	PhoP inhibition
Cc1cccc(N(C(=O)c2ccco2)C(C(=O)NC2CCCC2)c2cccnc2)c1C (centres undefined)	i	22	i	1.1	-0.2%	3%	0.5%	·	6%	-1.2	31	2%
CCC(C)(C)NC(=O)CN(C(=O)CNS(=O)(=O)c1ccc(F)cc1)c1ccc2c(c1)OCCO2	i	23	i	2.9	-0.1%	8%	0.2%	·	2%	0.6	59	-8%
Cc1cc(=O)oc2cc(OC(=O)c3cncc(Br)c3)ccc12	i	27	i	0.3	-0.1%	-1%	-0.6%	1	9%	3.0	34	2%
COCc1nnc(NC(=O)CCS(=O)(=O)c2ccccc2)s1	i	21	?	·	0.2%	1%	1.7%	·	3%	3.0	58	1%
COc1cccc(CNC(=O)Cn2ccc([N+](=O)[O-])n2)c1	i	67	i	0.6	0.2%	8%	0.1%	·	4%	1.0	68	-4%
Cc1cccc(-n2c(O)c(C=Nc3ccccc3O)c3ccccc3c2=O)n1	i	34	i	1.1	-0.5%[50 µM]	16%	1.1%	·	12%	2.7	58	-4%
COc1ccccc1N1CCN(C2CCN(S(=O)(=O)c3ccc(NC(C)=O)cc3)CC2)CC1	i	60	i	0.1	-2.5%	11%	-1.0%	1.1	5%	0.2	57	7%
O=c1cc(C(F)(F)F)[nH]c(=S)n1-c1ccccc1	i	54	i	0.0	0.3%	7%	0.1%	·	·	-0.2	71	6%
CC1SC(c2ccccc2)N(CC(O)c2ccc([N+](=O)[O-])cc2)C1=O (centres undefined)	i	64	i	0.1	-0.1%	6%	1.4%	1	5%	0.2	86	2%
COc1cccc(CNC(=O)c2ccccc2N)c1	i	35	i	0.6	0.6%	7%	0.4%	1.1	7%	2.6	51	18%
C/C(=N/NC(=O)CC(=O)N/N=C(\C)c1ccc([N+](=O)[O-])cc1)c1ccc([N+](=O)[O-])cc1	i	34	i	0.8	-0.7%	3%	4.3%	·	14%	1.4	51	-2%
Cc1ccc(NC(=O)CCCC(=O)O)c(Br)c1	i	40	i	0.7	0.2%	2%	2.3%	1.1	10%	-0.4	49	-17%
COc1ccc(-n2c(N)c(C(=O)Nc3c(C)n(C)n(-c4ccccc4)c3=O)c3nc4ccccc4nc32)cc1	i	43	i	0.4	-0.1%	14%	52%	·	14%	2.6	67	-7%
CCCOC(=O)c1ccc(NC(=O)CCOc2ccccc2)cc1	i	49	i	0.8	0.2%	2%	-0.2%	1	14%	0.4	67	16%
O=C(O)CSc1cc(C(=O)c2ccccc2O)cn2c(=O)c3c4c(sc3nc12)CCCC4	·	·	i	0.3	-0.1%	·	·	·	-5%	·	·	-12%
O=C(CCN1CCCCCC1)c1ccccc1	i	34	i	0.7	-10.0%	22%	0.5%	1.1	5%	-0.3	61	5%
CCOP(=O)(NC12CC3CC(CC(C3)C1)C2)NC12CC3CC(CC(C3)C1)C2	i	20	i	0.5	-0.1%	45%	0.4%	·	2%	7.4	45	-4%
O=C(NCC(c1ccco1)N1CCOCC1)c1ccc(Cl)cc1 (centres undefined)	i	26	i	0.6	1.7%[50 µM]	9%	-2.6%	·	1%	0.0	59	4%
CCOc1ccccc1NC(=O)C(OC(=O)c1ccccc1O)c1ccccc1 (centres undefined)	i	5	i	0.5	2.5%[50 µM]	13%	1.9%	1	6%	13	51	-5%
Cc1ccc(/C=C2\NC(=S)NC2=O)cc1[N+](=O)[O-]	i	42	i	0.3	-2.6%	10%	4.6%	1.3	1%	0.6	43	10%
CCc1ccc(NC(=S)N(Cc2cccc(Br)c2)CC2CCC(C(=O)O)CC2)cc1 (centres undefined)	i	38	i	0.5	0.1%	-16%	-0.8%	1.1	5%	1.1	27	3%

Copied from the list:
Reading for O=C(NCC(c1ccco1)N1CCOCC1)c1ccc(Cl)cc1 (centres undefined) in SV40 large T antigen: 9%
Reading for CC1SC(c2ccccc2)N(CC(O)c2ccc([N+](=O)[O-])cc2)C1=O (centres undefined) in RSV antiviral HEp-2: 1.4%
Reading for O=C(CCN1CCCCCC1)c1ccccc1 in UTI89 phage lysis: -10.0%
Reading for Cc1ccc(NC(=O)CCCC(=O)O)c(Br)c1 in RSV antiviral HEp-2: 2.3%
Reading for CCOc1ccccc1NC(=O)C(OC(=O)c1ccccc1O)c1ccccc1 (centres undefined) in T cell HTS vesicle-bound %: 5
Reading for COc1cccc(CNC(=O)c2ccccc2N)c1 in MgcRacGAP inhibition: 7%

Sorted by the number under Myeloid diff 2 GFP+ MAC1+ % (rising): three of the compounds above
structure	T cell HTS	T cell HTS vesicle-bound %	Myeloid diff 2 GFP+ MAC1+ %	SV40 large T antigen	RSV antiviral HEp-2	TNAP activators	MgcRacGAP inhibition	PhoP inhibition
O=c1cc(C(F)(F)F)[nH]c(=S)n1-c1ccccc1	i	54	0.0	7%	0.1%	·	·	6%
COc1cccc(CNC(=O)c2ccccc2N)c1	i	35	0.6	7%	0.4%	1.1	7%	18%
Cc1ccc(NC(=O)CCCC(=O)O)c(Br)c1	i	40	0.7	2%	2.3%	1.1	10%	-17%

Compound activity deposited in PubChem by several laboratories.
